High-throughput results as filed in PubChem BioAssay.
TWEAK Fn14 block = TWEAK-Fn14 signaling inhibition; 2% of 360,000 active; TWEAK-stimulated Fn14 reporter cells, luciferase luminescence, 8 h; inhibition, % at 10 µM; in the data active means inhibition above about 50%
NR2F2 inh = blocks human COUP-TFII nuclear receptor; HEK293T NGFI-A luciferase reporter, luminescence; inhibition, % at 8.6 µM; 0.7% of 370,000 active; AID 686940;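 active means inhibition above a per-plate cutoff, mean inhibition of test wells between control levels plus 3 SD, cut at about 38% in these data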;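 further: cells cotransfected with COUP-TFII expression vector driving the NGFI-A reporter; 0% = median of COUP-TF2 test wells and 100% = reporter-only cells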
LRH-1 inv ag = suppresses constitutive activity of human LRH-1 | HEK293T StAR-luciferase reporter, LRH-1 transfected, 24 h | inhibition, % at 3.6 µM | 0.13% of 360,000 active;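 active means inhibition above the mean inhibition of all tested compounds plus 3 SD, cut at about 73% in these data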;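 further: 0% = DMSO wells and 100% = reporter-only cells lacking LRH-1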
NCOA3 inh = inhibitors of human steroid receptor coactivator 3 (SRC3). AID 588352. HEK293 GAL4-SRC3 luciferase reporter, luminescence. 0.17% of 360,000 active. inhibition, % at 3.6 µM;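 active means inhibition above a per-campaign cutoff, the mean of all compounds plus 3 SD, cut at about 60% in these data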;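 further: 0% = DMSO-treated cells and 100% = gossypol-treated cells at 36 µM; higher means less SRC3-driven luciferase light from the GAL4 reporter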
Target sequence (Q9Y6Q9 whole entry, looked up, the tested form may be a part): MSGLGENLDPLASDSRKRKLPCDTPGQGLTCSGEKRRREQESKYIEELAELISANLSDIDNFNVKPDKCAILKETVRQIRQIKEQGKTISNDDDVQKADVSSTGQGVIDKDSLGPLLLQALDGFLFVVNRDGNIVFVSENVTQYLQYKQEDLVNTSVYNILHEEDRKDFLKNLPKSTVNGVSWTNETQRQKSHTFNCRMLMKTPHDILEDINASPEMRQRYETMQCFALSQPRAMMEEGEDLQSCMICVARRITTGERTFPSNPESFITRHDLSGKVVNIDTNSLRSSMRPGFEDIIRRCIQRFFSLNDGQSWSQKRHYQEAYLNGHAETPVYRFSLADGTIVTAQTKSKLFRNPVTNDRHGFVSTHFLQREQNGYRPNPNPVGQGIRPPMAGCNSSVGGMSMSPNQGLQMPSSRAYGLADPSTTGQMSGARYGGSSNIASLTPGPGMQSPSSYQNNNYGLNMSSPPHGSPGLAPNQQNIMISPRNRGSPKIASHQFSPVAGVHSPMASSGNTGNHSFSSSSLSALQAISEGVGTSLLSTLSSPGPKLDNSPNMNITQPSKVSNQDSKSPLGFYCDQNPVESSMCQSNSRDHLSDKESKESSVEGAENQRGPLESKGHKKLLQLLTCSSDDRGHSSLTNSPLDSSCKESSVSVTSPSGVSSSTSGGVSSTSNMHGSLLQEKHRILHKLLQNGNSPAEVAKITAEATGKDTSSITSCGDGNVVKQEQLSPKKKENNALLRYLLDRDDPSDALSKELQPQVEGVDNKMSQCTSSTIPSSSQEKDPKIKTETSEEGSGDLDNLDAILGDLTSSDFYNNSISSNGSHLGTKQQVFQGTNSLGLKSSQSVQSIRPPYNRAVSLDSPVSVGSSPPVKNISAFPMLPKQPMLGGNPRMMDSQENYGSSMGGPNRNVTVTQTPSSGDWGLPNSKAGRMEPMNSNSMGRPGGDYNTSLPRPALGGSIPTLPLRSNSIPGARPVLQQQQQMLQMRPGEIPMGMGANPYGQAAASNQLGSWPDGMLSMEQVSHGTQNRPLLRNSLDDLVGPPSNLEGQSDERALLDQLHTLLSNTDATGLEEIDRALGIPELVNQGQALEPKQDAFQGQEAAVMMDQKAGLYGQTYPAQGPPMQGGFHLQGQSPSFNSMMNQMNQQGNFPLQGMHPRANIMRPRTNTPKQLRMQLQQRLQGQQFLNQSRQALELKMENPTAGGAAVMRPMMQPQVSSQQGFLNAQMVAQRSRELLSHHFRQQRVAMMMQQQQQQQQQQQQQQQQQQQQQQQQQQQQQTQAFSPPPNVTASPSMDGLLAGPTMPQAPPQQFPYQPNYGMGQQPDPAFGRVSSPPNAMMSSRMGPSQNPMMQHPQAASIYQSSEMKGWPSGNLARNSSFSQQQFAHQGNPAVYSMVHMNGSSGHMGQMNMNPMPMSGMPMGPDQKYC
NCOA1 inh = inhibitors of human steroid receptor coactivator 1 (SRC1); HEK293 GAL4-SRC1 luciferase reporter, luminescence; inhibition, % at 3.6 µM; Q15788; AID 588354; 0.12% of 360,000 active;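 active means inhibition above the campaign mean plus 3 SD, with each screening campaign given its own cutoff, cut at about 60% in these data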;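 further: 0% = DMSO treated cells and 100% = gossypol at 36 µM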
CF NFkB inh = inhibitors of cystic fibrosis induced NF-kB; KKLEB NF-kB-GFP reporter, PAF-induced, GFP fluorescence overnight; inhibition, % at 5 µM; 0.86% of 360,000 active; AID 588850;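 active means at least 50% inhibition at 5 µM, scaled per plate between neutral and stimulator controls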;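 further: PAF is a Pseudomonas aeruginosa culture filtrate used as stimulus; plate controls were PAF-stimulated DMSO wells for no effect and unstimulated DMSO wells for full effect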
C8 TRAIL sens = caspase-8 TRAIL sensitization. 1% of 360,000 active. inhibition (viability loss, TRAIL sensitization), % at 10 µM. NB7+C8 cells + TRAIL, ATPlite viability luminescence;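 active means compounds causing at least 50% loss of cell viability in the single-dose screen, relative to plate controls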
LMP1 NFkB inh = reduces LMP1-driven NF-kappaB luciferase signal. 0.69% of 350,000 active. LMP1-induced NF-kappaB luciferase reporter cells, luminescence. inhibition, % at 12.5 µM; in the data active means inhibition above about 41%;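 further: 0% = neutral control wells and 100% = reference inhibitor control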
Shn3 inh set2 = inhibitors of Schnurri-3 3'UTR reporter in osteoblasts; Clone20 osteoblast Shn3 3'UTR firefly luciferase, 24 h; inhibition, % at 12.5 µM; 0.52% of 360,000 active;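 active means mean inhibition of at least 75% with every replicate also reaching 75%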;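 further: 0% = median of neutral control wells and 100% = pilot-screen positive control compound; some compounds past the cut are filed as inactive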
TROY NFkB inh = TROY signaling inhibition | Q293 LMP1-TROYcd NF-kB luciferase reporter, 4 h | inhibition, % at 10 µM | 0.98% of 360,000 active | AID 1347056;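 active means compounds whose plate-normalised and pattern-corrected inhibition of the luciferase reporter signal at the single screening dose is 50% or more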
KKLEB cytotox = reduces viability of KKLEB cystic fibrosis airway cells. KKLEB CF airway cells viability, ATPlite luminescence, overnight; active compounds read low; cells stimulated with P. aeruginosa culture filtrate. 0.36% of 360,000 active. activity change (cytotoxicity), % at 5 µM;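 active means corrected activity change at or below -50% at 5 µM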
An asterisk follows results filed as active; x = not tested or not shown. This is a subset; rates above refer to the full screens.

SMILES	TWEAK Fn14 block	NR2F2 inh	LRH-1 inv ag	NCOA3 inh	NCOA1 inh	CF NFkB inh	C8 TRAIL sens	LMP1 NFkB inh	Shn3 inh set2	TROY NFkB inh	KKLEB cytotox
Cc1nn2c(Nc3ccc(F)cc3)c3c(nc2c1-c1ccccc1)CCC3	-43	11	-9	-4	3	-12	-4	5	7	-17	-8
COc1ccc(/C=N/n2c(C)nnc2C)c(OC)c1	-15	4	-7	11	11	-2	-13	-1	-15	10	-3
Cc1cc(/C=C2/NC(=O)NC2=O)c(C)n1-c1ccncc1	-7	11	1	11	6	-3	1	-5	17	12	-4
CN(CCOc1ccccc1)C(=O)CNC(=O)c1ccc(C(C)(C)C)cc1	6	-6	0	10	-16	14	4	-5	-17	1	-19
CCn1c(=O)cc(OCC(=O)NC2CCCCC2)c2ccccc21	-1	-18	-11	-7	10	-18	-4	6	-15	-20	6
Cc1ccc(CNC(=O)c2ccc(N3CCCC3=O)cc2)cc1	-6	-5	-12	3	3	-7	4	-3	17	-23	19
COc1cc(CCN(C(=O)c2cc3ccccc3[nH]2)C(C)c2nc3ccccc3[nH]2)cc(OC)c1 (stereo not drawn)	25	21	7	6	-1	-5	6	x	13	11	-32
O=S(=O)(NC1CCCCC1Nc1ccccc1)c1ccccc1 (stereo not drawn)	8	3	-13	-3	5	-6	-16	3	7	-15	6
Cc1cc(Cl)ccc1C(=O)C1CCCN(C(=O)CCN2CCCO2)C1 (stereo not drawn)	0	-5	10	3	-2	-1	16	-1	4	6	10
O=C1C2C3C=CC(O3)C2C(=O)N1Cc1ccncc1 (stereo not drawn)	-9	8	13	3	9	-7	6	2	11	-16	0

Arranged by length of the SMILES (largest number first): some entries from above.
SMILES	TWEAK Fn14 block	NR2F2 inh	LRH-1 inv ag	NCOA3 inh	NCOA1 inh	CF NFkB inh	C8 TRAIL sens	LMP1 NFkB inh	Shn3 inh set2	TROY NFkB inh	KKLEB cytotox
COc1cc(CCN(C(=O)c2cc3ccccc3[nH]2)C(C)c2nc3ccccc3[nH]2)cc(OC)c1 (stereo not drawn)	25	21	7	6	-1	-5	6	x	13	11	-32
Cc1nn2c(Nc3ccc(F)cc3)c3c(nc2c1-c1ccccc1)CCC3	-43	11	-9	-4	3	-12	-4	5	7	-17	-8
Cc1cc(Cl)ccc1C(=O)C1CCCN(C(=O)CCN2CCCO2)C1 (stereo not drawn)	0	-5	10	3	-2	-1	16	-1	4	6	10
Cc1cc(/C=C2/NC(=O)NC2=O)c(C)n1-c1ccncc1	-7	11	1	11	6	-3	1	-5	17	12	-4
Cc1ccc(CNC(=O)c2ccc(N3CCCC3=O)cc2)cc1	-6	-5	-12	3	3	-7	4	-3	17	-23	19
COc1ccc(/C=N/n2c(C)nnc2C)c(OC)c1	-15	4	-7	11	11	-2	-13	-1	-15	10	-3

The list continues:
SMILES	TWEAK Fn14 block	NR2F2 inh	LRH-1 inv ag	NCOA3 inh	NCOA1 inh	CF NFkB inh	C8 TRAIL sens	LMP1 NFkB inh	Shn3 inh set2	TROY NFkB inh	KKLEB cytotox
O=C(CCc1nnc2ccc(NCc3ccco3)nn12)N1CCCCC1	35	-5	4	12	-29	-7	4	5	-6	23	5
COc1ccc(CNS(=O)(=O)c2ccc3c(c2)NC(=O)CS3)cc1	-11	11	-18	5	11	-16	26	4	-12	-4	30
Cc1cc(C(=O)Nc2nnc(C3CCCCC3)s2)cs1	-5	-27	-38	-47	-46	4	1	-15	-6	-29	5
C(=C\c1ccccc1)/C=N/Nc1nc(N2CCCCC2)nc(N2CCCCC2)n1	-47	3	17	8	-12	-2	6	-6	21	12	-16
O=C(Cc1csc(-c2ccc(Cl)cc2)n1)Nc1cccc(S(=O)(=O)NC2=NCCC2)c1	-1	14	3	10	2	-7	22	8	-6	22	-9
COC(=O)c1cc(Br)ccc1NC(=O)CSCc1c(C)noc1C	-5	7	-1	26	-2	20	11	-3	8	-2	-8
N#CCC(=O)Nc1ccc(C(=O)NCC2(N3CCOCC3)CCCCC2)cc1	2	0	-11	10	-11	-9	-9	-3	15	7	24
CCCCCCCCN1C(=O)[C@H](CC(=O)NCc2cccc3ccccc23)C[C@@]2(C(=O)OCC)CCCC=C12	21	2	26	x	x	x	5	x	x	0	x
Nc1c2c(nc3sc4c(c13)CCCC4)-c1ccccc1CC2	44	-56	-157	-49	-81	-10	66*	-85	-21	56*	-34
COc1ccccc1C(=O)NNC(=O)C(=O)NC1CCCCC1	12	4	7	5	16	-10	-4	-14	10	0	-3
Cc1oc2cc3oc(=O)ccc3cc2c1C	-6	-31	5	-43	-34	-22	-24	-12	-32	-79	2
CC(OC(=O)c1nn(C)c(=O)c2ccccc12)C(=O)NCc1ccc2c(c1)OCO2 (stereo not drawn)	-23	6	-6	12	6	-20	-8	-2	6	8	1
Cc1cccc(-c2nnn(C/C(N)=N/O)n2)c1	2	11	1	-3	-10	-6	-4	0	-8	8	13
O=C(CP(=O)(c1ccccc1)c1ccccc1)N1CCCCC1	4	9	11	-4	-42	-2	-4	-13	-14	8	3
Cc1ccc(OCC(=O)Nc2ccc(S(=O)(=O)N(C)C3CCN(C)CC3)cc2)c(C)c1	-7	0	-3	11	-3	4	2	0	-16	-12	-14
CCc1ccc2c(c1)NC(=O)C2(C)Cc1ccc(OC(F)(F)F)cc1 (stereo not drawn)	8	5	16	12	3	2	16	x	3	-6	-11
Cc1ccc(-c2noc(CN(C(=O)CCN3C(=O)c4ccccc4C3=O)C(C)C)n2)cc1	0	-3	-1	17	-9	4	-9	-1	-2	-22	-12
COc1ccc(OC)c(C(=O)c2ccc(C(=O)Nc3cccc4ccccc34)cc2)c1	13	-1	4	14	13	-2	13	18	34	29	5
C=CCn1c(SCC(=O)NCC2CCCO2)nc2sc(CC)cc2c1=O (stereo not drawn)	7	-9	-19	-1	8	13	-7	-2	28	-11	-9
Cc1cccc(NC(=O)CN2C(=O)N/C(=C\c3cccn3-c3cccc(C(=O)O)c3)C2=O)c1	-9	19	8	9	1	12	-13	3	0	-11	-4

Single records, as listed above. Values in the order: TWEAK Fn14 block | NR2F2 inh | LRH-1 inv ag | NCOA3 inh | NCOA1 inh | CF NFkB inh | C8 TRAIL sens | LMP1 NFkB inh | Shn3 inh set2 | TROY NFkB inh | KKLEB cytotox
Entry for `C=CCn1c(SCC(=O)NCC2CCCO2)nc2sc(CC)cc2c1=O` (stereo not drawn) = 7 | -9 | -19 | -1 | 8 | 13 | -7 | -2 | 28 | -11 | -9
Entry for `Cc1cccc(-c2nnn(C/C(N)=N/O)n2)c1` = 2 | 11 | 1 | -3 | -10 | -6 | -4 | 0 | -8 | 8 | 13
Entry for `CCc1ccc2c(c1)NC(=O)C2(C)Cc1ccc(OC(F)(F)F)cc1` (stereo not drawn) = 8 | 5 | 16 | 12 | 3 | 2 | 16 | x | 3 | -6 | -11
Entry for `Cc1ccc(OCC(=O)Nc2ccc(S(=O)(=O)N(C)C3CCN(C)CC3)cc2)c(C)c1` = -7 | 0 | -3 | 11 | -3 | 4 | 2 | 0 | -16 | -12 | -14
Entry for `COc1ccc(OC)c(C(=O)c2ccc(C(=O)Nc3cccc4ccccc34)cc2)c1` = 13 | -1 | 4 | 14 | 13 | -2 | 13 | 18 | 34 | 29 | 5

(further entries)
SMILES	TWEAK Fn14 block	NR2F2 inh	LRH-1 inv ag	NCOA3 inh	NCOA1 inh	CF NFkB inh	C8 TRAIL sens	LMP1 NFkB inh	Shn3 inh set2	TROY NFkB inh	KKLEB cytotox
CCSc1nc2c(c(=O)[nH]1)C(c1ccncc1)C(C(=O)OC)=C(C)N2 (stereo not drawn)	-1	3	2	18	-23	15	-5	6	-6	2	0
Cn1c(SCc2ccccn2)nnc1-c1ccccc1	2	-49	-11	-14	-2	4	1	-4	-23	-34	-6
COc1cc2cc(CN(C(=O)NC3CCCCC3)C3CCCC3)c(=O)[nH]c2cc1OC	7	1	18	7	-23	-6	-22	-6	0	-3	2
COC(=O)[C@@H](NC(=O)Nc1ccccc1F)C(C)C	-7	1	21	16	8	-8	9	-15	14	13	4
O=C(CCCN=C1NS(=O)(=O)c2ccccc21)OCC(=O)N1CCc2ccccc21	12	-3	-11	-6	-13	7	-13	11	-3	-13	8
CCOC(=O)C[C@H]1c2ccc(C(F)(F)F)cc2S(=O)(=O)N1c1cccc(OC)c1	8	-9	0	-9	-11	6	8	0	24	0	-3
CSc1nc(C)c2c(n1)N(c1ccc(C(C)C)cc1)CC2	-33	-9	-12	10	8	-12	12	0	17	-5	0
OC(CN1CCCCC1)CN1CCCCC1	-1	2	4	7	2	3	-13	-14	9	2	3
C/C=C(\C)CN1CCN(c2ccc(C)cc2)CC1	-8	12	17	4	-4	4	2	-6	-28	0	-5
CC1(C)OC(c2ccccc2)=C/C(=C/C=N/NC(=O)c2ccncc2)O1	-5	3	15	0	-15	-6	4	6	-7	3	-4
CCOc1ccc(CNn2cnnc2)cc1	2	-5	-6	5	-3	-6	-7	6	6	-8	-5
Cc1ccc(OCC(=O)Nc2cccc(S(=O)(=O)N3CCCCC3)c2)c([N+](=O)[O-])n1	-12	-4	16	16	-11	4	2	7	-6	6	7
Cc1ccc(S(=O)(=O)N(CC(=O)NC2CCCCCC2)c2ccccc2F)cc1	4	-11	6	2	0	-21	-1	-5	5	-11	11
Cc1ccc2nc(N3CCC(C(=O)O)CC3)nc(-c3ccccc3)c2c1	19	-7	9	2	-5	-4	5	-2	-21	-15	7
COc1cc(OC)cc(C(=O)N2CCN(C(=O)c3cccc(F)c3)CC2)c1	11	4	10	22	8	9	-7	7	3	-17	2
COC(=O)CN(c1ccc(OC)c(OC)c1)S(C)(=O)=O	-1	-12	20	21	1	-10	-17	5	-11	4	6
CCN(CC)CCNC(=O)CNC(=S)N(CCCN1CCOCC1)Cc1cccs1	-25	-5	-11	6	3	-22	-9	9	-5	-1	-9
CCC(=O)NC(=S)Nc1ccc(NC(=S)NC(=O)c2ccccc2)cc1	32	32	20	24	-3	-3	-12	1	-22	21	6
O=CNc1cc2c(cc1Br)-c1ccccc1C2O (stereo not drawn)	8	-3	-4	-7	4	-12	4	5	2	-27	4
O=C(Cc1ccccc1)Nc1ccc(N2CCN(Cc3ccccc3F)CC2)cc1	7	-7	10	16	13	-11	4	-4	15	15	10
Cc1ccc(-n2c(SCC(=O)Nc3cccc(S(N)(=O)=O)c3)nc3ccccc32)cc1	39	17	-3	16	5	8	23	2	22	33	6
Cc1cccc(C)c1NC(=O)CN(C)C(=O)CN1C(=O)NC(C)(C)C1=O	3	2	3	23	-16	6	-10	-9	-12	8	2
CCCCNC(=O)CCC(=O)NNc1nc2ccccc2c2nc(-c3ccccc3)nn12	15	-2	-10	-3	-17	-23	10	-13	22	-15	10
CCOC(=O)c1c(CC(C)C)csc1NC(=O)COC(=O)C1=NNC(=O)CC1	-38	1	-26	9	-20	17	-22	10	-4	-14	-12
COc1ccc(C(CCNC(C)c2ccccc2)c2ccc(F)cc2)cc1 (stereo not drawn)	-8	-1	17	6	6	-6	3	-8	75	-15	0
COc1ccc(C2C(C(=O)N3CCN(C)CC3)c3cc(OC)c(OC)cc3C(=O)N2C)cc1 (stereo not drawn)	-4	8	2	13	-5	5	4	-7	18	-3	-2
